Compound activity deposited in PubChem by National Center for Advancing Translational Sciences (NCATS).
APE1 inh – qHTS Assay for Inhibitors of the Human Apurinic/apyrimidinic Endonuclease 1 (APE1); DNA repair nuclease/redox regulator APEX1 (Homo sapiens), P27695; recombinant APE1, TAMRA/BHQ-2 abasic DNA cleavage fluorescence; Potency, µM (top dose mostly 65.8 µM), without a hit: top-dose activity change, negative = inhibition, most hits filed as inhibitors; 350,000 tested, 0.35% active;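 further: potency means the concentration at half of the fitted maximal effect; plate controls were vehicle for no effect and reference inhibitor for full effect; nearly all actives have a fitted effect of over 55% in size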
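Kinetic fluorescence read (525 ex/598 em nm, three reads 60 s apart) of AP-site incision; signal = third minus first read. Enzyme 0.75 nM, dual-labelled THF duplex 50 nM, compound preincubation 15 min RT.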
Pol eta inh – qHTS for Inhibitors of Polymerase Eta. AID 588591, 2011. recombinant Pol eta, fluorescent DNA replication assay. 390,000 tested, 1.2% active. Potency, µM (highest dose often 114 µM), for the others: top-dose activity change, negative = inhibition, usual class: inhibitors. DNA polymerase eta (Homo sapiens), Q9Y253; further: potency means the concentration at half of the fitted maximal effect; on the % scale 0 is the no-effect control and ±100 the full control effect
Target sequence (Q9Y253 whole entry, looked up): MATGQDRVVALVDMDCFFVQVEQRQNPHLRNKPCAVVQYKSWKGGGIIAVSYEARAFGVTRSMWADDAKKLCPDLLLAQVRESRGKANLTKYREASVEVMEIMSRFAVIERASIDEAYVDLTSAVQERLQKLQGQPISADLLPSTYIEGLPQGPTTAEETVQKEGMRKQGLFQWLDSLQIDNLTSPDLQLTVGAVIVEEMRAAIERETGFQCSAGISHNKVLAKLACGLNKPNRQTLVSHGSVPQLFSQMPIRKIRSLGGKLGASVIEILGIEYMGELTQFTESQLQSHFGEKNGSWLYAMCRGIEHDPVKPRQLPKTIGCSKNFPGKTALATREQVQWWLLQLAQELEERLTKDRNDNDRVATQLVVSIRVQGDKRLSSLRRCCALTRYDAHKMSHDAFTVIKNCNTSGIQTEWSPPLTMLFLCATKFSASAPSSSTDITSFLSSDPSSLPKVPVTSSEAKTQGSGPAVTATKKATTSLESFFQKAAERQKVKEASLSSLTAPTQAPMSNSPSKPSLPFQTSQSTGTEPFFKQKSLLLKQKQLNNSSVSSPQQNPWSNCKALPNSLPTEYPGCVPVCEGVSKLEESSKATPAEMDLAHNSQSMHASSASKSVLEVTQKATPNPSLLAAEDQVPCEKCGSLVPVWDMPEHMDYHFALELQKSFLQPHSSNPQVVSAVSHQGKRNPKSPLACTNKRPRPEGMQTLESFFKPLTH
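Pol eta (10 nM) was preincubated with compounds for 15 min at room temperature, after which fluorescent replication substrate (50 nM final) was added to start the reaction. Fluorescence was read kinetically at 0 and 10 min.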
PGK inhibitor – qHTS Assay to Find Inhibitors of Phosphoglycerate Kinase. Phosphoglycerate kinase, glycosomal (Trypanosoma brucei brucei), P07378. PGK/GAPDH coupled, Kinase-Glo luminescence, 60 min. Potency, µM (titrated, usually from 57.5 µM), without a hit: top-dose activity change, negative = inhibition, hits mostly inhibitors. 380,000 tested, 0.043% active. AID 602233, 2012; further: potency means the concentration at half of the fitted maximal effect; on the % scale 0 is the no-effect control and ±100 the full control effect; nearly all actives have a fitted effect of over 60% in size
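Recombinant glycosomal PGK reaction used 1,3-bisphosphoglycerate generated in-well by GAPDH (100nM final) in 100mM TEA pH 7.6, 5mM MgCl2, 0.01% Tween-20. After 60 minutes at room temperature, ATP was read by Kinase-Glo Plus luminescence end-point.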
Pol kappa inh – qHTS for Inhibitors of Polymerase Kappa; DNA polymerase kappa (Homo sapiens), Q9UBT6; purified Pol kappa, fluorescent DNA synthesis assay, 10 min; Potency, µM (highest dose often 107 µM), without a hit: at the top dose activity, negative = inhibition, usual class: inhibitors; 400,000 tested, 0.53% active; AID 588579, 2011; further: potency means the concentration at half of the fitted maximal effect; on the % scale 0 is the no-effect control and ±100 the full control effect
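10 nM Pol kappa was preincubated with compounds for 15 min at room temperature. Reaction started with 50 nM (final) substrate. Fluorescence read kinetically at 0 and 10 min.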
Pol beta inh – qHTS Assay for Inhibitors of DNA Polymerase Beta; P06746; Pol beta primer extension/strand displacement, fluorescence kinetic; Potency, µM (titrated, usually from 114 µM), inactives show at the highest dose activity change, negative = inhibition, hits mostly inhibitors; 340,000 tested, 1.3% active; AID 485314, 2010; further: potency means the concentration at half of the fitted maximal effect; on the % scale 0 is the no-effect control and ±100 the full control effect
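Enzyme-only controls used 10 nM Pol beta; buffer lacking enzyme served as negative control. Compound preincubated 15 min, then 50 nM substrate added; 0 and 10 min reads at room temperature.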
Anesthetic bind – qHTS Assay for Identification of Novel General Anesthetics; Ferritin light chain (Equus caballus), P02791; apoferritin/1-aminoanthracene competitive binding, fluorescence; Potency, µM (doses to about 77.5 µM), for the others: at the highest dose activity change, negative = displacement, most hits filed as inhibitors; 350,000 tested, 0.074% active; AID 485281, 2010; further: potency means the concentration at half of the fitted maximal effect; on the % scale 0 is the no-effect control and ±100 the full control effect; nearly all actives have a fitted effect of over 20% in size
Target sequence (P02791 2-175 limits assumed): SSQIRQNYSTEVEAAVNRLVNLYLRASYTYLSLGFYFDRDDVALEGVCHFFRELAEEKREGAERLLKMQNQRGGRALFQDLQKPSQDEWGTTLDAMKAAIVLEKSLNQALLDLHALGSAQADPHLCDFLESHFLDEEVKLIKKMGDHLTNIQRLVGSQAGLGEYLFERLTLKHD
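Horse-spleen apoferritin (10 uM) was mixed with 50% saturated 1-aminoanthracene in PBS, exposed to compounds for 10 min at room temperature, and read for fluorescence (ex 380 nm, em 535 nm). Competitive displacement was fitted with a four-parameter Hill equation.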
Pol iota inh – qHTS for Inhibitors of Polymerase Iota. 390,000 tested, 1% active. DNA polymerase iota (Homo sapiens), Q9UNA4. Potency, µM (titrated, usually from 115 µM), inactives show at the highest dose activity, negative = inhibition, hits mostly inhibitors. Pol iota fluorescent replication assay, 10 min; further: potency means the concentration at half of the fitted maximal effect
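Fluorescent replication assay read twice, at 0 min and 10 min after adding 50 nM (final) substrate. Enzyme (10 nM) and compounds were first incubated 15 min at room temperature; enzyme-free buffer wells were negative controls.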
BLM inh – qHTS Assay for Inhibitors of Bloom's syndrome helicase (BLM); recombinant BLM DNA unwinding, fluorescence dequenching; Potency, µM (doses to about 56.1 µM), for inactives: at the highest dose activity change, negative = inhibition, usual class: inhibitors; AID 2528, 2010; RecQ-like DNA helicase BLM (Homo sapiens), P54132; 350,000 tested, 0.2% active;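 further: potency means the concentration at half of the fitted maximal effect; plate controls were vehicle for no effect and no enzyme for full effect; nearly all actives have a fitted effect of over 35% in size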
RXFP1 antag – qHTS Assay for Antagonists of the Relaxin Receptor RXFP1; activity change, negative = inhibition, % at 57.5 µM; 350,000 tested, 0.59% active; Relaxin receptor 1 (Homo sapiens), Q9HBX9; AID 1259400, 2018; HEK293-RXFP1, relaxin-stimulated cAMP HTRF, 30 min; hits give low values;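 active means activity change of -60% or lower, but not beyond a set lower limit; inconclusive means change between -60% and -40%, or beyond the set limit; inactive means change above -40%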; further: on the % scale 0 is the no-effect control and ±100 the full control effect
Starred values were filed as active, the others as inactive; i = inactive; ? = inconclusive; . = not tested or not shown; [ ] = dose if it differs, or a comment. Unless noted, the call rests on the fitted dose curve; in most records, active means well fitted curve in the direction sought with a large enough effect; inconclusive means small, poorly fitted or top-dose-only effect, or another doubt; inactive means no such curve, though single readings can be large; an effect the other way counts as inactive or inconclusive. Not all compounds are listed (hit frequency here may not be typical).

SMILES	APE1 inh	Pol eta inh	PGK inhibitor	Pol kappa inh	Pol beta inh	Anesthetic bind	Pol iota inh	BLM inh	RXFP1 antag
CCOc1ccc(NC(=O)c2cccc(NC(C)=O)c2)cc1S(=O)(=O)N1CCCC1	23%	-19%	-1%	1%	.	.	60%[activator]	.	-8
COc1ccc(S(=O)(=O)NC(CC(=O)NCc2ccco2)C(C)C)cc1 (stereo not given)	-7%	-6%	-4%	-4%	-8%	-10%	1%	0%	-7
Cc1ccc2nc(-c3cccnc3)c(Nc3ccc(C(C)C)cc3)n2c1	.	-17%	-4%	0%	0%	2%	25%	-2%	-10
FC(F)(F)c1cccc(N2CCN(C(=S)NCC3CCCO3)CC2)c1 (stereo not given)	-1%	-16%	-4%	-4%	20%	-13%	87%[activator]	-16%	-21
CCN(CC)S(=O)(=O)c1ccc2c3c(cccc13)C(=O)N2	4%	-14%	i	-22%	-2%	107%[activator]	2%	-1%	.
Cc1ccc(S(=O)(=O)N2CCCC2)cc1[N+](=O)[O-]	2%	-2%	-7%	-9%	2%	4%	29%	0%	-8
O=C(Cc1cccs1)Nc1nc(-c2ccc(F)c(F)c2)cs1	8%	-10%	0%	-11%	3%	-8%	-16%	-8%	?
Cc1ccc(N(CC(=O)O)S(C)(=O)=O)cc1Cl	1%	2%	8%	-6%	2%	4%	9%	-3%	12
COc1cc(NC(=O)CSC2=Nc3ccccc3N=C(c3ccc(F)cc3)C2)cc(OC)c1	.	-16%	-12%	-8%[60.1 µM]	12%	7%	7%	0%	.
N#CN(CC(N)=O)c1nc(N2CCCCC2)nc(N2CCCCC2)n1	-2%	-3%	-3%	-8%	18%	-8%	-3%	-5%	-7
Cn1ccc2c(OCC(=O)Nc3ccc([N+](=O)[O-])cc3)cccc2c1=O	.	2%	-3%	1%[60.1 µM]	?	-2%	38%[activator]	-2%	-17
Cc1ccc(C(CNS(=O)(=O)c2ccc(F)cc2)N2CCN(C)CC2)cc1 (stereo not given)	25%	-10%	-2%	-2%	.	.	23%	.	-10
Cc1cc(C)cc(NS(=O)(=O)c2ccc(-c3cc(C)no3)s2)c1	.	6%	0%	-7%	-12%	?	-1%	-7%	-27
O=C(C1CCC(=O)N1C1CCCCC1)N1CCN(c2ccc(F)cc2)CC1 (stereo not given)	3%	4%	-10%	-6%	40%	-9%	7%	3%	2
CSc1ccc(CNCCCSc2ncccn2)cc1	47%[activator]	2%	-2%	-8%	2%	-8%	68%[activator]	-9%	-1
CSc1nnc2n(-c3cccc(C)c3)c(=O)c3c4c(sc3n12)CCCC4	.	7%	i	9%	20%	-9%	-3%	-2%	.
Cc1ccc(-c2n[nH]c(=O)c3ccccc23)cc1S(=O)(=O)Nc1ccc(F)cc1	3%	-5%	-1%	-8%	0%	0%	60%[activator]	-2%	-7
Cc1ccc(C(=O)Nc2ccccc2N2CCCC2)cc1S(=O)(=O)N1CCOCC1	19%	-13%	-10%	-4%	.	.	25%	.	0
CCOC(=O)C1CCCN(C(=O)CC(C)c2ccccc2)C1 (stereo not given)	-5%	8%	.	0%	8%	-14%	3%	-1%	16
Cc1ccc(NC(=O)c2oc3c(c2C)-c2[nH]ncc2CC3)c(Cl)c1	.	-14%	-2%	-1%	-7%	-12%	19%	0%	-18
NC(=O)C1CCN(CC(=O)c2c[nH]c3ccc(F)cc23)CC1	2%	-6%	0%	-13%	-3%	-13%	17%	22%	1
CCCn1c(N)c(N(CCOC)C(=O)c2ccccc2F)c(=O)[nH]c1=O	25%	-9%	-24%	9%	32%	2%	31%[activator]	3%	1
CCn1c(C)nc2cc(C(=O)NNC(=O)CCC3CCCC3)ccc21	-7%	-15%	-2%	5%	17%	-18%	11%	5%	15
Cc1nc(SCC(=O)Nc2ccc(F)cc2)c(C#N)c(C)c1CC(=O)c1ccc(Br)cc1	?	-2%	i	-15%	-10%	-13%	-6%	1%	-18
CC(C)(C)N(Cc1ccccc1)C(=O)CN1C(=O)NC2(CCCCCC2)C1=O	0%	-3%	-7%	-6%	.	.	7%	.	3
SMILES	APE1 inh	Pol eta inh	PGK inhibitor	Pol kappa inh	Pol beta inh	Anesthetic bind	Pol iota inh	BLM inh	RXFP1 antag
O=C(c1ccc2c(c1)N(Cc1ccccc1)C(=O)c1ccccc1S2(=O)=O)N1CCC(Cc2ccccc2)CC1	.	.	.	0%	3%	-6%	38%[activator]	-8%	-1
Cn1c(C(C#N)C(=O)Cc2cccc3ccccc23)nc2ccccc21 (stereo not given)	15%	4%	-6%	-14%	4%	-15%	3%	-2%	1
Cc1ccc(NC(=O)C(=O)NCC(c2cccnc2)N2CCN(c3ccccc3F)CC2)cc1Cl (stereo not given)	.	13%	-5%	5%	-1%	-23%	-6%	-1%	-7
CCc1nnc2c3ccccc3nc(Nc3ccccc3OC)n12	.	-1%	-12%	9%	10%	-9%	-2%	-1%	-5
O=C(/C=C/c1ccccc1)NC(=O)c1ccccc1O	7%	-1%	-6%	-3%	-2%	-12%	27%	-8%	-8
CC(C)N(Cc1ccccc1)C(=O)COC(=O)c1cc[n+]([O-])cc1	12%	-13%	-7%	4%	.	.	29%	.	4
CCOC(=O)c1ccccc1NC(=O)c1ccc2nc[nH]c2c1	-16%	-4%	-4%	-3%	-2%	-4%	39%[activator]	1%	6
O=C(NCCc1cccs1)c1ccc(Cl)c(Cl)c1	1%	-21%	3%	-7%	3%	-24%	111%[activator]	-8%	-5
COc1ccc(CCNC(=O)c2cc(=O)n(C)c(=O)n2C)cc1OC	12%	-1%	-1%	-5%	5%	-2%	26%	-1%	-1
COc1ccc(NS(=O)(=O)c2cccc(NC(=O)c3cnccn3)c2)cc1Br	-3%	-30%	11%	-5%	?	?	8%	-7%	-2
COc1cccc(/C=N/Nc2ncnc3scc(-c4ccccc4)c23)c1OC	1%	-16%	i	13%	2%	?	0%	-1%	-11
COc1ccc(OC(=O)c2cc(-c3ccc4c(c3)OCCO4)on2)cc1	.	-21%	-6%	-16%	-21%	-15%	11%	-4%	2
Cc1cc(NC(=O)c2ccco2)no1	0%	-12%	-2%	-3%	31%	-4%	19%	2%	-7
CC(C)NC(=O)c1sc(=S)n2c1[nH]c(=O)c1ccc(C(=O)NCCc3ccc(Cl)cc3)cc12	?	?	-4%	-8%	-2%	-1%	?	-1%	9
CC(=O)C(C)Oc1ccc(Cc2ncc(C(F)(F)F)cc2Cl)cc1 (stereo not given)	-2%	-21%	-3%	-4%	-1%	?	111%[activator]	-5%	-10
Cc1ccc(OCC(=O)NN2C(=O)c3ccccc3C2=O)c(C)c1	-8%	-4%	i	-22%	-1%	-2%	-6%	2%	-8
CCN(CC)S(=O)(=O)c1cc(NC(=O)C(C)OC(=O)c2[nH]c(C)c(C(C)=O)c2C)ccc1C (stereo not given)	22%	-24%	-2%	4%	11%	-17%	2%	1%	.
N#CNC(=Nc1cccc(Cl)c1)Oc1ccccc1	6%	-13%	-3%	1%	18%	-2%	?	-3%	4
Cc1ccc(SCC(=O)N2c3ccccc3Sc3ccccc32)cc1	-5%	-11%	-11%	-9%	-1%	86%[activator]	-8%	-11%	-5
CCN(CC)CCCNC(=O)c1nn(-c2cccc(OC)c2)c(=O)c2ccccc12	3%	-19%	-2%	-13%	0%	-10%	1%	-11%	-3
CN(C(=O)CSc1cc(Cl)ccc1Cl)C1CCS(=O)(=O)C1 (stereo not given)	-19%	1%	2%	-14%	.	.	78%[activator]	.	-21
COC(=O)[C@H](CCSC)NC(=O)N1CCN(c2cccc(C(F)(F)F)c2)CC1	-2%	-2%	-6%	-5%	2%	-13%	12%	-3%	-3
CN(C)S(=O)(=O)c1cccc(-c2nnc(-c3ccccc3)o2)c1	3%	-11%	-4%	1%	-5%	?	1%	0%	1
O=S(=O)(Cc1cc(-c2ccccc2)no1)c1ccccc1	-3%	-12%	8%	-8%	5%	-10%	-28%	-6%	4
O=C(O)CSCC(=O)Nc1ccccn1	1%	-15%	i	3%	21%	-7%	0%	0%	-10
SMILES	APE1 inh	Pol eta inh	PGK inhibitor	Pol kappa inh	Pol beta inh	Anesthetic bind	Pol iota inh	BLM inh	RXFP1 antag
O=c1[nH]c2c(cc1CNCCN1CCOCC1)c(-c1cccc(F)c1)nn2-c1ccccc1	2%	.	.	.	11%	-13%	.	1%	.
Cc1ccccc1SCC(=O)Nc1ccc(N2CCOCC2)cc1	1%	-3%	-4%	-12%	?	-19%	?	-9%	1
Cc1ccc(NC(=O)CN(C)C(=O)/C=C/c2cccc(F)c2)cc1	6%	-17%	-9%	-4%	32%	-5%	44%[activator]	-1%	-16
CCn1c(-c2cccnc2Cl)nc2cc(Cl)c(Cl)cc21	-2%	-8%	-8%	-4%	-18%	-12%	32%[activator]	-8%	-6
COc1cccc(-c2noc(Cn3nc(C)c([N+](=O)[O-])c3C)n2)c1	-1%	-3%	-2%	-8%	50%	-12%	2%	-5%	-4
COc1ccc(C(NC(=O)/C=C/c2ccco2)c2ccc(OC)cc2)cc1	?	?	-9%	-7%	16µM*	-18%	?	-14%	.
COC(=O)c1ccc(/C=N\N2CCN(Cc3ccc(C)cc3)CC2)cc1	0%	-10%	-1%	1%	18%	-7%	-8%	0%	-3
Cc1ccccc1NC(=O)Cc1nc(COC(=O)CCC(=O)c2ccccc2)cs1	-12%	-15%	0%	-11%	.	.	9%	.	5
